INS-1E GSIS act – GLuc luminescence reporter in INS-1E cells, primary screen for activators of glucose-dependent secretion of insulin; INS-1E GLuc reporter insulin secretion, 2-3 h; activation, % at 16.6 µM; hit rate 0.61% among 370,000;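 active = lowest replicate activation of at least 40%, so every replicate reaches that level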;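 also: 0% = median of neutral control wells and 100% = median of IBMX positive control wells; some compounds called inactive have numbers as strong as hits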
ARNT TACC3 PPI – disruptors of human ARNT/TACC3 interaction | Q9Y6A5 | AlphaScreen His-ARNT PAS-B/GST-TACC3 binding, luminescence; TACC3 fragment carries E629A point mutation | inhibition, % at 9.99 µM | hit rate 0.66% among 390,000 | AID 623870;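 active = mean inhibition of replicates at least 50% and at least half of replicates each reaching 50%; inconclusive = half or more replicates reach 50% but mean below 50%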;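 also: 0% = complete ARNT plus TACC3 wells and 100% = ARNT alone without TACC3; many hits fall short of the cut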
PAX8 inh HTS – lowers PAX8-driven luciferase in RMG-I cells; hit rate 1.2% among 360,000; RMG-I TPO-luciferase reporter, SteadyGlo, 24 h; inhibition, % at 12.6 µM; AID 652154;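 active = mean replicate inhibition at least 60% with every replicate also reaching 60%; inconclusive = only one of the two criteria is met; inactive = mean below 60% and not all replicates reaching 60%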;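 also: luciferase light reporting Pax8 driven TPO promoter activity; plate controls were median of neutral control wells for no effect and mitoxantrone controls for full effect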
ERp5 block – inhibitors of human ERp5 | inhibition, % at 9.99 µM | ERp5 insulin aggregation, absorbance 650 nm, 90 min | hit rate 0.05% among 350,000 | Q15084;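 active = mean replicate inhibition above about 25%, with every replicate also reaching it, limit read from the data, passing the limit was not always enough; inconclusive = only one of those two criteria met; inactive = neither criterion met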
Target sequence (Q15084 whole entry, looked up): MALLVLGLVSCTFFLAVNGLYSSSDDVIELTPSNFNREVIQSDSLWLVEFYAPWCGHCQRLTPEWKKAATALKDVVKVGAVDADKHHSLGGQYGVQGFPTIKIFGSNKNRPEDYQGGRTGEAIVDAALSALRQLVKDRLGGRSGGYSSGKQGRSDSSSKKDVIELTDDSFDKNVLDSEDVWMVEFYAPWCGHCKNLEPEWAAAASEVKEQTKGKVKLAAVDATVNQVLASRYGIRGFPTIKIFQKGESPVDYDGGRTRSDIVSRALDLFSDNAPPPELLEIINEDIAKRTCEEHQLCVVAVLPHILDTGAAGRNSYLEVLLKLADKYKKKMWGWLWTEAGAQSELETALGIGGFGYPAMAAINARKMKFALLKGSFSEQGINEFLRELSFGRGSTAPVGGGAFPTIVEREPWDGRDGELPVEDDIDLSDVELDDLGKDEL
F508del corr – CFTR F508del correction in bronchial cells; CFBE cells, YFP halide quenching; stimulated with forskolin plus potentiator P3; % fluorescence drop versus neutral controls; activity (quench increase), % at 7.58 µM; hit rate 0.36% among 350,000; AID 720511;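 active = mean added fluorescence quench of at least 8% versus neutral control, with both replicates also reaching 8%; inconclusive = only one of the mean or replicate conditions met; inactive = mean below 8% and not both replicates reaching 8%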;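 also: cells transiently co-express mutant CFTR-F508del with the halide-sensitive YFP; corrector assay measuring rescue of mutant channel to the surface after 24 h compound exposure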
Xi reactivation – activators of X-chromosome reactivation in mouse fibroblasts; XiGFP mouse fibroblasts, % GFP-positive cells imaging, 3 d; cells co-treated with 5-aza-dC sensitizer; scaled so ellipticine positive control = 100%; activation, % at 7.58 µM; AID 743238; hit rate 0.055% among 360,000;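 active = mean normalized replicate activation at least 10% and every replicate at or above 10%; inconclusive = only one of the two criteria met; inactive = mean below 10% and not all replicates reach 10%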;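 also: 0% = median of on-plate neutral control wells and 100% = ellipticine 6 µM median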
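System: XiGFP fibroblasts, SV40-immortalized. Medium: DMEM plus 5-aza-dC sensitizer. Doses: single point. Timing: 3 d treatment, 15 min room-temperature fixation. Control set: ellipticine 6 µM.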
EWS-Fli inh – EWS/Fli transcriptional activity inhibition. A673 NR0B1-luciferase reporter, viability-normalised. inhibition, % at 12.6 µM. hit rate 0.67% among 350,000;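 active = mean inhibition of at least 50% after viability correction, with every replicate also passing that limit; inconclusive = mean reaches 50% but only one of two replicates passes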;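 also: firefly luciferase signal divided by Alamar Blue viability fluorescence both relative to DMSO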
DENV2 CPE – protects cells from dengue virus 2 cytopathic effect. DENV2-infected cells, cytopathic effect rescue, plate reader. CPE inhibition, % at 9.99 µM. hit rate 1.7% among 350,000. AID 651640; in the data active = CPE inhibition above about 20%, passing the limit was not always enough; inconclusive = no clear call, values can overlap the other calls; tested in BHK-21 cells;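 also: 0% = median of neutral control wells and 100% = median of positive control wells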
Numbers without * were called inactive; ? = inconclusive; . = no result given.

Below each compound – INS-1E GSIS act	ARNT TACC3 PPI	PAX8 inh HTS	ERp5 block	F508del corr	Xi reactivation	EWS-Fli inh	DENV2 CPE
CN(C)S(=O)(=O)N1CCC(Oc2cccc(C(=O)NC3CCOC3)c2)CC1 (stereo not drawn)
  .	-3	.	1	2.0	-0.1	-9	3
O=C(COC(=O)/C=C/c1ccc([N+](=O)[O-])cc1)NCc1ccccc1
  -2	-10	-7	5	.	0.6	11	1
C[C@H](CO)N1C[C@H](C)[C@H](CN(C)S(C)(=O)=O)Oc2ccc(NC(=O)CCC(F)(F)F)cc2C1=O
  -2	-4	-17	0	-1.3	-0.1	14	2
Cc1ccc(S(=O)(=O)N(CCCN(C)C)Cc2ccc3c(c2)OCO3)cc1
  -2	-2	10	-2	-2.9	0.0	-10	-1
CCC(C)[C@H](NC(=O)NCc1ccc(OC)c(OC)c1)C(=O)O (stereo partly drawn)
  1	-4	23	-4	-0.5	0.0	2	-9
Cc1cc(/C=C2\SC(=O)NC2=O)c(C)n1-c1ccc(N(C)C)cc1
  -34	-1	-9	-1	-1.0	0.1	-33	0
O=C(Nc1ccc(N2CCOCC2)cc1N1CCOCC1)c1ccc([N+](=O)[O-])cc1Cl
  7	.	3	-3	-0.2	-0.1	.	2
CCOc1ccc(CCNC(=O)CSC(=S)N2CCCC2)cc1OCC
  41*	3	-10	-1	2.5	-0.1	-8	-3
COc1ccc(NC(=O)CN(C)C(=O)C2CSC3(C)CCC(=O)N23)cc1 (stereo not drawn)
  13	7	-5	8	-1.8	-0.4	-7	11
COc1ccc(CCn2cnc3c([nH]c4ccccc43)c2=O)cc1
  5	-24	1	-8	2.1	0.1	-12	-7

Another view of three compounds above.
compound: C[C@H](CO)N1C[C@H](C)[C@H](CN(C)S(C)(=O)=O)Oc2ccc(NC(=O)CCC(F)(F)F)cc2C1=O
  INS-1E GSIS act: -2; ARNT TACC3 PPI: -4; PAX8 inh HTS: -17; ERp5 block: 0; F508del corr: -1.3; Xi reactivation: -0.1; EWS-Fli inh: 14; DENV2 CPE: 2
compound: Cc1ccc(S(=O)(=O)N(CCCN(C)C)Cc2ccc3c(c2)OCO3)cc1
  INS-1E GSIS act: -2; ARNT TACC3 PPI: -2; PAX8 inh HTS: 10; ERp5 block: -2; F508del corr: -2.9; Xi reactivation: 0.0; EWS-Fli inh: -10; DENV2 CPE: -1
compound: CCC(C)[C@H](NC(=O)NCc1ccc(OC)c(OC)c1)C(=O)O (stereo partly drawn)
  INS-1E GSIS act: 1; ARNT TACC3 PPI: -4; PAX8 inh HTS: 23; ERp5 block: -4; F508del corr: -0.5; Xi reactivation: 0.0; EWS-Fli inh: 2; DENV2 CPE: -9

Continuation:
Below each compound – INS-1E GSIS act	ARNT TACC3 PPI	PAX8 inh HTS	ERp5 block	F508del corr	Xi reactivation	EWS-Fli inh	DENV2 CPE
CC(=O)N1[C@H](CN(C(=O)c2cccc(F)c2)C(C)C)[C@@H](c2ccccc2)[C@@H]1CO
  4	-6	-6	-3	1.0	0.5	2	-5
COc1ccc(/C(C)=N/NC(=O)C2CC2)cc1
  1	0	-26	-1	-2.9	0.3	-14	?
O=C(NC1CCN(Cc2ccccc2)CC1)c1ccccc1OCc1ccccc1
  -21	18	4	0	-0.2	0.1	25	-4
COc1cccc(NC(=O)c2cnc(SC)nc2C)c1
  20	-8	-13	5	-5.3	0.1	-13	4
CC(C)Oc1ccc(CNC(=O)c2ccc3nc(N4CCOCC4)sc3c2)cc1
  -3	3	-8	2	-1.1	-0.1	-13	-1
CCC(C)(C)C1CCC2(CC1)NC(=O)N(CC(=O)N(C)CCOc1ccc(Cl)cc1)C2=O (stereo not drawn)
  -5	.	6	4	0.5	0.0	17	-10
COc1cccc(C(=O)NNC(=O)c2cccc(F)c2)c1
  -7	-3	-52	0	0.1	0.0	-80	0
Cc1ccc(S(=O)(=O)Nc2ccc3c(c2)C(=O)N([C@H](C)CO)C[C@H](C)[C@H](CN(C)C(=O)c2ccncc2)OCCCC[C@H](C)O3)cc1
  3	-9	-5	.	-2.0	0.2	0	-6
N#Cc1ccc(C23OCCN2CCn2nc4ccccc4c23)cc1 (stereo not drawn)
  3	-10	9	-2	-2.1	0.1	6	-3
COC(=O)Cn1c(=NC(=O)c2ccc(OC)cc2)sc2cc(OC)ccc21
  11	-4	-4	-2	.	0.0	12	.

Compound profiles, as listed above. Values in the order: INS-1E GSIS act, ARNT TACC3 PPI, PAX8 inh HTS, ERp5 block, F508del corr, Xi reactivation, EWS-Fli inh, DENV2 CPE
Record of Cc1ccc(S(=O)(=O)Nc2ccc3c(c2)C(=O)N([C@H](C)CO)C[C@H](C)[C@H](CN(C)C(=O)c2ccncc2)OCCCC[C@H](C)O3)cc1 : 3, -9, -5, ., -2.0, 0.2, 0, -6
Record of COc1ccc(/C(C)=N/NC(=O)C2CC2)cc1 : 1, 0, -26, -1, -2.9, 0.3, -14, ?
Record of COc1cccc(NC(=O)c2cnc(SC)nc2C)c1 : 20, -8, -13, 5, -5.3, 0.1, -13, 4

New compounds follow:
Below each compound – INS-1E GSIS act	ARNT TACC3 PPI	PAX8 inh HTS	ERp5 block	F508del corr	Xi reactivation	EWS-Fli inh	DENV2 CPE
CO[C@H]1CN(C)C(=O)c2ccc(NC(=O)C3CC3)cc2OC[C@H](C)N(CC2CCOCC2)C[C@H]1C
  12	2	.	-7	-0.3	0.4	-3	-8
COc1ccc(NC(=O)CSCC(=O)Oc2c(OC)cccc2OC)cc1
  -1	-9	-7	-6	0.4	0.2	0	4
Cc1ccc(S(=O)(=O)N2CCC(C(=O)OCCOc3ccccc3)CC2)cc1C
  -2	-1	.	-1	-1.6	0.0	-5	-4
COc1ccc(CCNC(=O)CN2C(=O)NC(Cc3c[nH]c4ccccc34)C2=O)cc1 (stereo not drawn)
  0	-2	24	-3	0.8	0.0	8	0
Cc1ccc(S(=O)(=O)N(C)c2ccc3sc(C)nc3c2)cc1
  -2	0	8	6	3.1	0.1	23	-5
S=C(NCC1CCCO1)N1CCN(Cc2ccccc2Cl)CC1 (stereo not drawn)
  3	1	5	1	-0.5	-0.2	4	-2
COCc1cn(CC[C@@H]2CC[C@@H](NC(=O)Nc3ccc(F)cc3)[C@@H](CO)O2)nn1
  11	0	2	-2	1.9	0.4	0	-14
COc1cccc(C(C)(O)c2nc(-c3cncnc3)cs2)c1 (stereo not drawn)
  .	.	-4	-14	-0.6	-0.2	10	-8
CC(NC(=O)/C=C/c1ccco1)c1nc2ccccc2n1Cc1ccccc1F (stereo not drawn)
  -6	-2	4	.	.	-0.1	.	.
C[C@@H]1CN([C@H](C)CO)C(=O)Cc2cc(NS(=O)(=O)c3cn(C)cn3)ccc2O[C@@H]1CN(C)CC1CC1
  26	28	.	?	-2.8	-1.2	-6	1
COCCOC(=O)C1=C(C)NC(=O)NC1c1ccc(-c2cc(Cl)ccc2Cl)o1 (stereo not drawn)
  -12	.	-23	15	-1.7	0.0	5	-1
CC(C)NC(=S)N=Nc1c(O)[nH]c2ccc(C(C)C)cc12
  -2	-1	16	5	-1.5	-0.1	30	3
CC(=O)c1cccc(NC(=O)c2cc(=O)[nH]c3ccccc23)c1
  7	-6	11	1	-3.3	0.0	-4	2
CC(NC(=O)C1CCN(CCOc2ccc(Cl)cc2)CC1)c1cccc2ccccc12 (stereo not drawn)
  15	.	8	-4	7.9	0.0	8	-2
Cc1ccc(COc2ccc(/C=N/NC(=O)c3ccc(CN4CCOCC4)cc3)cc2)cc1
  -18	20	-140	.	.	0.0	.	.
Cc1ccc(C2(C)NC(=O)N(CC(=O)N(C)CC(=O)Nc3cccc4ccccc34)C2=O)cc1 (stereo not drawn)
  -6	1	.	1	1.7	0.1	2	4
Cn1c(=O)n(C)c2cc(NC(=O)CSc3ccccc3)ccc21
  -10	2	5	2	-1.5	0.0	5	-1
COc1ccc2c3c(n(C)c2c1)[C@@H](CO)N(C(=O)C1CC1)CC31CCN(C(=O)CN(C)C)CC1
  16	.	.	1	0.7	0.0	-1	23*
CC(=O)Nc1ccc(NC(=O)[C@H](C)NC(=O)c2ccco2)cc1
  -6	2	-6	7	-0.5	0.0	3	4
COc1ccc(C)cc1NC(=O)NNS(=O)(=O)c1ccc(NC(C)=O)cc1
  13	-3	10	0	1.5	0.0	.	-14
C=CCC(=O)NC1CC(C)(C)Cc2c1cnn2-c1ccc(C)cc1 (stereo not drawn)
  .	-7	10	3	1.8	0.2	11	-10
CN1CCOC1c1ccc(C2OCCN2C)cc1 (stereo not drawn)
  12	.	-3	3	-4.6	0.0	4	-4
O=C(NCc1cccc(Cl)c1)c1ccc(CS(=O)Cc2ccc(Cl)cc2)o1 (stereo not drawn)
  -25	6	0	-2	-0.4	0.3	4	7
Cc1cccc(-c2nc(CS(=O)CC(=O)NCc3ccco3)c(C)o2)c1 (stereo not drawn)
  -9	-4	-6	2	1.1	0.0	.	1
N#Cc1c(CSCC(=O)O)cc(=O)n2c1[nH]c1ccccc12
  21	-1	-11	4	-0.2	0.0	5	0
CS(=O)(=O)Nc1cccc(C2=NN(C(=O)c3ccccc3)C(c3cccs3)C2)c1 (stereo not drawn)
  -7	-2	44	1	-1.7	-0.1	15	-5
CCCCn1c(-c2ccc(Cl)c(Cl)c2)nc2cc3[nH]c(=O)c(C(C)C)nc3cc21
  17	.	6	0	2.3	0.4	12	11
O=C(O)CSc1cn(Cc2ccccc2)c2ccccc12
  -11	-3	31	-2	1.4	0.0	21	-9
O=C(COC(=O)COc1ccc(Cl)cc1Br)NCCC1=CCCCC1
  -4	2	0	.	-1.6	0.0	1	-2
O=C(NCc1ccco1)c1ccc(COc2ccc(Cl)cc2)cc1
  -7	0	-33	.	.	0.0	.	.
C=CCN1C(=O)/C(=C2/Sc3ccc(OC)cc3N2C)SC1=Nc1cccc(O)c1
  0	-2	-21	-7	-3.5	0.1	-3	2
Cc1ccc(C(=O)N2CCCC(Nc3ccc(C)c(C)c3)C2)c(=O)[nH]1 (stereo not drawn)
  -3	6	.	1	-5.0	0.0	9	1
C=C[C@H](OC)[C@@H](OC(=O)Nc1ccc(SC)cc1)c1ccc(OCCO)cc1
  .	-25	-18	-3	0.3	.	-11	-15
Cc1ccc2nc(N(CCN(C)C)C(=O)C3CCN(S(=O)(=O)c4cccs4)CC3)sc2c1
  -18	.	-46	8	2.8	0.3	-28	?
